# H9c2 TAG inh: inhibitors of triacylglycerol accumulation. H9c2 cells, Nile Red lipid (TAG) fluorescence; cells loaded with 200 µM oleic acid. inhibition, % at 12.5 µM. hit rate 0.66% among 230,000. AID 651582;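 active means pattern-corrected inhibition of lipid staining of at least 50% with the nuclear-stain viability signal not falling by more than 50%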;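 further: 0% = DMSO wells and 100% = triacsin C control wells; some results filed as inactive read as strong as hits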
# H9c2 TAG inh DAPI viability: also measured in H9c2 TAG inh; calls as there; DAPI nuclei signal change (viability), lower = more cytotoxic, %;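 whole-well DAPI fluorescence read on a plate reader as a viability signal; minus 50 percent equals half of cells still viable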
# * hit, by the source's call. This is a subset, so the mix of outcomes need not match the whole.
SMILES,H9c2 TAG inh,H9c2 TAG inh DAPI viability
Cc1ccc(Sc2ncccc2C(=O)NCC(c2ccc(F)cc2)N2CCOCC2)c(C)c1 (configuration not stated),-10,-2
COc1cccc(-c2cc(=O)c3cc(NC(=O)c4ccc(Cl)cc4)ccc3[nH]2)c1,14,-19
O=C(C1=C[C@H](c2ccc(C(F)(F)F)cc2)C[C@H](OCc2ccc(CO)cc2)O1)N1CCCCCCC1,17,2
O=C1C2C3c4ccccc4C(c4ccccc43)C2C(=O)N1Cc1cccnc1 (configuration not stated),-20,1
COc1cc(OC)c(C(=O)OCC(=O)Nc2nnc(-c3ccccc3)o2)cc1OC,-6,-7
C[C@@]12C(=O)NCC(=O)N1[C@@H]1c3cc(Br)ccc3OC[C@@H]1[C@@H]2c1ccccc1,-4,-2
COc1ccc(N2C(=O)C3CCCN3C2c2ccccc2F)cc1 (configuration not stated),-5,10
CCN(CC(=O)NCc1cccs1)C(=O)/C=C/c1ccc(OC)c(OC)c1,1,2
CC1(C)CC(=O)c2c(nc(SCC(=O)Nc3nsc(-c4ccccc4)n3)c(C#N)c2-c2ccccc2)C1,27,4
CCc1cccc(NC(=S)N(CCN(C)C)C(C)c2ccncc2)c1 (configuration not stated),16,-3
COc1ccccc1N1CCN(C2CC(=O)N(C)C2=O)CC1 (configuration not stated),0,-5
Clc1cccc(OCCn2ccnc2)c1,10,-6

# Brought forward from above: two entries, then new ones.
SMILES,H9c2 TAG inh,H9c2 TAG inh DAPI viability
COc1ccccc1N1CCN(C2CC(=O)N(C)C2=O)CC1 (configuration not stated),0,-5
Clc1cccc(OCCn2ccnc2)c1,10,-6
COc1ccc(/C=N/Nc2nonc2N)c(OC)c1,-7,1
CC(C)NC(=O)c1ccccc1NC(=O)Cc1ccc([N+](=O)[O-])cc1,-1,-6
COc1ccccc1OCC(=O)NCC1CCCN(Cc2cnn(C(C)C)c2)C1 (configuration not stated),18,-2
COc1cc(NC(=O)c2ccc([N+](=O)[O-])cc2)c(OC)cc1NC(=O)CC(C)C,16,-15
COC(=O)N(C)C[C@@H]1OCc2cnnn2CCCC(=O)N([C@@H](C)CO)C[C@@H]1C,5,1
O=C(Nc1nc2cc3c(cc2s1)OCO3)c1ccco1,-20,15
Cc1cc(SCC(=O)N/N=C/c2ccc(O)cc2O)nc2ccccc12,-9,-10
C/C=C(/C)C(=O)O[C@@H]1[C@H](OC(C)=O)c2c(ccc3ccc(=O)oc23)OC1(C)C,9,10
CN(C)C1=NCCN1CC1CCCCCC1,-5,-17
CCOC(=O)c1csc(NNC=O)n1,-1,8
COc1ccc(/C=C/C(=O)NC(=S)NNC(=O)c2cc(OC)c(OC)c(OC)c2)cc1,-1,10
O=c1[nH]cnc2sc3c(c12)CCCCC3,-1,-9
Cc1cc(Cl)ccc1OCCCC(=O)N1CCCCC1,-15,4
COc1nccc(C(F)(F)F)c1C(=O)NC(=O)Nc1c(C)cccc1C,2,3
CC1=C(C(=O)OCc2ccccc2)C(c2ccccc2Br)NC(=O)N1 (configuration not stated),1,-6
O=C(Nc1ccc(NC(=O)c2ccco2)nc1)c1cccnc1,3,0
Cc1ccc(C(=O)OCN2C(=O)c3ccccc3C2=O)o1,2,8
Cc1ccc(S(=O)(=O)N(C)C)cc1NC(=O)COC(=O)C1CCN(S(=O)(=O)c2cccs2)CC1,-12,2
O=C(Nc1cc(Cl)ccc1O)C1CCCO1 (configuration not stated),-31,-6
CCOc1ccc(C(=O)OCC(=O)NCCNC(=O)COC(=O)c2ccc(OCC)cc2)cc1,-3,9
O=C(Nc1ccc2c(c1)OCO2)c1cc(-c2cccnc2)nc2ccccc12,21,-7
CN(Cc1ccc(Cl)cc1Cl)C(=O)C1CSC2(C)CCC(=O)N12 (configuration not stated),7,-5
CN(C)CCn1c2ccccc2c2nc3ccc([N+](=O)[O-])cc3cc21,56*,-36*
Cc1ccc(N=C2NC(=O)/C(=C/c3cn(C)c4ccccc34)S2)cc1C,6,14

# 4 entries from above, tab-delimited:
SMILES	H9c2 TAG inh	H9c2 TAG inh DAPI viability
O=C(Nc1ccc(NC(=O)c2ccco2)nc1)c1cccnc1	3	0
CC1=C(C(=O)OCc2ccccc2)C(c2ccccc2Br)NC(=O)N1 (configuration not stated)	1	-6
CN(C)CCn1c2ccccc2c2nc3ccc([N+](=O)[O-])cc3cc21	56*	-36*
O=C(Nc1cc(Cl)ccc1O)C1CCCO1 (configuration not stated)	-31	-6

# More results
SMILES,H9c2 TAG inh,H9c2 TAG inh DAPI viability
O=C(CCCCCN1C(=O)CCC1=O)Nc1ccc2c(c1)OCO2,-12,16
CCOc1ccc(C(=O)NC(=S)Nc2cccc(S(=O)(=O)NC3=NCCC3)c2)cc1,51*,-24*
CSc1nnc(C)c(/C=C/Nc2ccc(F)cc2F)n1,-4,11
OC[C@@H]1CN(Cc2cccs2)C[C@H](n2cnc3c(NCc4ccco4)ncnc32)O1,13,-3
COc1ccccc1NC(=O)C(CCS(C)(=O)=O)N1C(=O)c2ccccc2C1=O (configuration not stated),29,-22
CCC[C@H]1CCCC/C=C\CCCC(=O)OCCN1C(=O)OC(C)(C)C,1,-2
O=C(CNc1ccc2ccccc2c1)N/N=C/c1ccc([N+](=O)[O-])o1,11,-2
COc1ccc2c(CC(=O)OCC(=O)N3CCc4ccccc43)coc2c1,-19,8
COc1ccc(-c2cc(C(=O)N3CC(C)CC(C)C3)c3ccccc3n2)cc1OC (configuration not stated),-11,-2
O=C(NNS(=O)(=O)c1ccccc1[N+](=O)[O-])c1cccnc1,6,-5
Cc1ccc(N=C2NC(=O)CC(C(=O)Nc3ccc4c(c3)OCO4)S2)cc1 (configuration not stated),-7,-4
COc1cc(C2C3=C(CC(C)(C)CC3=O)NC3=C2C(=O)c2ccccc23)ccc1O (configuration not stated),8,-5
C[C@H]1COC(=O)[C@H](Cc2ccc(F)cc2)C/C=C\C[C@H](CC(=O)N(CCO)Cc2ccccc2)C(=O)N1,-10,-4
CC(Sc1nnc(NCc2ccccc2)s1)C(=O)Nc1ccc2c(c1)C(=O)c1ccccc1C2=O (configuration not stated),-7,-16
CCOc1ccc(CCNC(=O)C2=C(C)C(=O)OC23CCCCC3)cc1OCC,-2,-2
CCOc1ccccc1NC(=O)CSc1nnc(NC(=O)c2ccco2)s1,9,5
Cc1nc(NC(=O)C2CC2)sc1C(=O)Nc1ccccc1,-3,1
CN(/N=C/c1ccco1)C1=NS(=O)(=O)c2ccccc21,-1,10
CN1C(=O)c2ccc(C(=O)Nc3ccc4c(c3)OCO4)cc2C1=O,5,8
COc1ccc(OCCn2c(=N)n(CCO)c3ccccc32)cc1,-7,-3
CCCn1cc(C(=O)N(C)C2CCCN(Cc3ccccc3F)C2)c(C)n1 (configuration not stated),-17,0
Cc1cc2c(cc1S(=O)(=O)Nc1cccc(F)c1C)NC(=O)CO2,-56,6
COCCn1c(SCC(=O)N2CCCC2)nc2c(c1=O)SCC2,8,7
CC1(C)CC(=O)c2sc(NS(=O)(=O)c3ccc(Br)cc3)nc2C1,-15,-4

# Ordered by count of non-hydrogen atoms (lowest first): part of the list above
SMILES,H9c2 TAG inh,H9c2 TAG inh DAPI viability
CSc1nnc(C)c(/C=C/Nc2ccc(F)cc2F)n1,-4,11
CN(C)CCn1c2ccccc2c2nc3ccc([N+](=O)[O-])cc3cc21,56*,-36*
O=C(C1=C[C@H](c2ccc(C(F)(F)F)cc2)C[C@H](OCc2ccc(CO)cc2)O1)N1CCCCCCC1,17,2

# More compounds follow.
SMILES,H9c2 TAG inh,H9c2 TAG inh DAPI viability
O=C(Nc1ccc(Cl)cc1Cl)NC1CCCC1,-4,-5
Cc1cc(C)c2c(n1)nn1c(N3CCN(c4ccccc4)CC3)cc(C)nc21,-16,12
N#Cc1nc(COc2ccccc2Cl)oc1N1CCCC1,-1,-3
O=C1COc2ccc(C(=O)CCl)cc2N1,-1,5
COC(=O)C1=C(CN2CCN(C)CC2)NC(=O)NC1c1cc(C)ccc1C (configuration not stated),0,-9
CC(C)=CC(=O)OCc1cc([N+](=O)[O-])cc2c1OCOC2,7,-2
CC1CCc2sc(C(=O)NN=C3CCCC3)cc2C1 (configuration not stated),8,3
O=C1COc2ccc(C(=O)COC(=O)c3ccccc3F)cc2N1,-2,-2
Cc1ccccc1SCC(=O)OCC(=O)Nc1ccc(N(C)C)cc1,2,14
COc1ccc2c(c1)CCCO[C@]21O[C@H](CCO)C[C@H](O)[C@H]1O,2,6
O=C1OC2(CCCC2)OC(=O)C1=Cc1c[nH]c2ccccc12,8,-7
CCOc1ccc(OCC(=O)Nc2ccc(N3CCCCC3)cc2)cc1,0,4

# 3 entries from above, bar-delimited.
canonical_smiles | H9c2 TAG inh | H9c2 TAG inh DAPI viability
CCOc1ccccc1NC(=O)CSc1nnc(NC(=O)c2ccco2)s1 | 9 | 5
Cc1nc(NC(=O)C2CC2)sc1C(=O)Nc1ccccc1 | -3 | 1
CN(/N=C/c1ccco1)C1=NS(=O)(=O)c2ccccc21 | -1 | 10

# The results go on.
SMILES,H9c2 TAG inh,H9c2 TAG inh DAPI viability
C[C@H](CO)N1C[C@H](C)[C@@H](CN(C)S(=O)(=O)c2cccs2)Oc2c(NC(=O)Cc3ccccc3)cccc2C1=O,5,8
O=C(CCCn1c(=O)c2sccc2n(CC(=O)NCC2CCCO2)c1=O)NCc1ccco1 (configuration not stated),2,3
CC(=O)Nc1ccc(SCC(=O)NC(=O)c2ccccc2Br)cc1,-6,10
COc1ccc(C(C#N)CCC2OCCO2)cc1OC (configuration not stated),-9,-4
Cc1cc2ccc(C)c(C)c2nc1SCC#N,0,0
CC(=O)N[C@H]1[C@H]([C@H](O)[C@H](O)CO)O[C@](O)(C(=O)O)C[C@@H]1O,-6,3
CCCCc1nnc(NC(=O)CSc2nc(N)cc(=O)[nH]2)s1,-2,0
CCOC(=O)C1(Cc2ccccc2)CCN(Cc2cccc3c2OCO3)CC1,-9,11
CN(c1ccccc1)S(=O)(=O)c1ccc(Cl)c(C(=O)Nc2ccc(N3CCOCC3)cc2)c1,-6,1
COc1ccc(-c2[nH]ncc2CNCCc2ncccc2C)cc1F,2,17
CC1=CC(C)(C)NC(=S)N1c1ccc(C)cc1C,-19,1
COc1ccc(/C=N\NC(=O)COc2ccccc2Cl)cc1Cn1nc(C)cc1C,-3,2
O=C(C[C@H]1C/C=C\CC[C@H](Cc2ccc(F)cc2)C(=O)OC[C@H]2CCCN2C1=O)NCCO,-7,-11
O=C(c1ccco1)N1CCN(Cc2cc(=O)c(OCc3ccccc3)co2)CC1,-9,-6
O=C(Cc1csc(NC(=O)Nc2cccc(Cl)c2)n1)NC1CCCC1,-1,22
COCCN(C(=O)COC(=O)CCC1CCCC1)c1c(N)n(Cc2ccccc2)c(=O)[nH]c1=O,1,4
Cn1nc(C(C)(C)C)cc1C(=O)Sc1cccc(Br)c1,-4,1
O=C(CCc1ccc(S(=O)(=O)NC2CCCCC2)cc1)NCc1ccc(Cl)cc1,-3,9
CCOC(=O)C1=C(C)N(CC(C)C)C(=O)/C1=C\c1cccs1,2,9
Cc1ccc(CN(Cc2ccccc2)C(=S)Nc2ccccc2C)o1,-8,6
COCC(C)n1c(C)cc(C(=O)CSc2cc(C)c3ccccc3n2)c1C (configuration not stated),-2,1
O=C(c1ccc(Cl)cc1)c1c[nH]c(C(=O)C(Cl)(Cl)Cl)c1,1,-11
CC1(c2ccc(OC(F)F)cc2)NC(=O)N(CC(=O)c2ccc3c(c2)OCO3)C1=O (configuration not stated),25,-11
N#C/C(=C\c1ccc(OCc2ccccc2)cc1)C(N)=O,-4,5
CCN(CCn1cccn1)C(=O)c1cc(COc2c(F)cccc2F)on1,10,-8
Cc1cc(Cl)ccc1OC(C)C(=O)Nc1ccc(C(=O)Nc2ccccc2C(=O)O)cc1 (configuration not stated),16,-7
N#C/C(=C\c1cccnc1)c1nc2c(s1)CCCC2,-2,9
O=C(NCCCN1CCOCC1)C(C(=O)NCCCN1CCOCC1)c1ncc(C(F)(F)F)cc1Cl,-2,5
N#Cc1cccc(NC(=O)COC(=O)CCc2nc3ccccc3c(=O)[nH]2)c1,-9,7
c1ccc(Nc2cccc3c(Nc4ccccc4)cccc23)cc1,37,18
CN(Cc1ccccc1)c1nc2nonc2nc1N1CCCC(CN2CCCC2=O)C1 (configuration not stated),-1,-2
CC[C@@]1(c2ccccc2)C(=O)N(C(=O)OC)N1C(=O)OC,17,-1
CCOc1ccccc1NC(=O)CCNC(=O)c1ccc(Cl)cc1,24,-7
COc1cccc(-c2ccc3c(N)c(C(=O)NC4CC4)sc3n2)c1,8,10
[O-][n+]1c2ccccc2c2n1CCN1CCOC21c1ccc(Cl)cc1 (configuration not stated),5,-2
CC(Cc1n[nH]c(=S)o1)c1ccccc1 (configuration not stated),-5,3
Cc1noc(C)c1C(=O)N1CCN(S(=O)(=O)c2cccc(Cl)c2Cl)CC1,4,3
O=S1(=O)N=C2CCCCCN2C(c2ccc(F)cc2)N1 (configuration not stated),1,-4
Cc1ccc(N)c(C(O)(C(F)(F)F)C(F)(F)F)c1,-4,7
CCOC(=O)N1C(=O)[C@@](CC)(c2ccccc2)N1C(=O)OCC,-11,6
COc1ccccc1N1CCN(C(=O)C2c3ccccc3Oc3ccccc32)CC1,57*,-39*
Cn1c(S(=O)(=O)c2ccc([N+](=O)[O-])cc2)nc(Br)c1Br,0,2
Cc1cccc(NC(=O)c2cc(NC(=O)C3CCCCC3C(=O)O)ccc2N2CCOCC2)c1 (configuration not stated),9,-13
Cc1ccc(NCc2nc3ccccc3n2C)cc1,-9,-2
CCOC(=O)C1CCN(C(=O)c2ccc3c(c2)OCCO3)CC1,3,-3
COc1ccccc1-c1nnc(N(C)C(=O)C2CCCO2)s1 (configuration not stated),-20,10
Cc1nc(SCC(=O)Nc2ccccc2Cl)c2c(C)c(C)sc2n1,-15,-2
CCCOC(=O)C1=C(C)NC2=C(C(=O)CCC2)C1c1cc(OC)ccc1OC (configuration not stated),17,-48
CC1(C(=O)Nc2ccc3c(c2)OCO3)Cc2c(-c3ccccc3)ccnc2O1 (configuration not stated),9,3
CC(C)(C)OC(=O)N1CCN(C(=O)[C@H](Cc2ccc(O)cc2)n2cc(CCO)nn2)CC1,0,-1
